# MC4R antagonist = blocks human MC4R cAMP signaling | P32245 | MC4R-expressing cells, MTII-stimulated cAMP, LANCE TR-FRET | inhibition, % at 6.5 µM | 360,000 tested, 0.48% active | AID 540295;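 active = inhibition above its plate's cutoff, the mean of tested wells on that plate plus 3 SD, cut at about 29% in these data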;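 also: 0% = Melanotan II alone and 100% = Melanotan II plus saturating MCL0020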
# Target sequence (P32245 whole entry, looked up): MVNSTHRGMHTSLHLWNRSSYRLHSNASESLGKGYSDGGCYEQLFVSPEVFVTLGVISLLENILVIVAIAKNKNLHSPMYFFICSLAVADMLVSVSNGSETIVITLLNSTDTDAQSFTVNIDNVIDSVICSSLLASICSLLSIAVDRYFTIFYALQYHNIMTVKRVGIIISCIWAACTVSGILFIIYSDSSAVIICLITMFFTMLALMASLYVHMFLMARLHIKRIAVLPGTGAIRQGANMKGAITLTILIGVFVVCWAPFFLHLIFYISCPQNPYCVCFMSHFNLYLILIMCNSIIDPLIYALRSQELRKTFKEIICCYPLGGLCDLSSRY
#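 System – human MC4R-expressing U2OS cells · Also added – Melanotan II · Dosing – one concentration, 6.5 µM nominal · Timing – 30-min compound, 1-h challenge, 1-h detection, room temperature · Measured by – Eu-cAMP/anti-cAMP TR-FRET, emission 671 nm · Replicates – singlicate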
# COUP-TFII inh = NR2F2 (human) inhibition, primary screen; P24468; 370,000 tested, 0.7% active; HEK293T NGFI-A luciferase reporter, luminescence; inhibition, % at 8.6 µM;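 active = inhibition above a per-plate cutoff, mean inhibition of test wells between control levels plus 3 SD, cut at about 38% in these data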;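 also: cells cotransfected with COUP-TFII expression vector driving the NGFI-A reporter; 0% = median of COUP-TF2 test wells and 100% = reporter-only cells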
# Target sequence (P24468 whole entry, looked up): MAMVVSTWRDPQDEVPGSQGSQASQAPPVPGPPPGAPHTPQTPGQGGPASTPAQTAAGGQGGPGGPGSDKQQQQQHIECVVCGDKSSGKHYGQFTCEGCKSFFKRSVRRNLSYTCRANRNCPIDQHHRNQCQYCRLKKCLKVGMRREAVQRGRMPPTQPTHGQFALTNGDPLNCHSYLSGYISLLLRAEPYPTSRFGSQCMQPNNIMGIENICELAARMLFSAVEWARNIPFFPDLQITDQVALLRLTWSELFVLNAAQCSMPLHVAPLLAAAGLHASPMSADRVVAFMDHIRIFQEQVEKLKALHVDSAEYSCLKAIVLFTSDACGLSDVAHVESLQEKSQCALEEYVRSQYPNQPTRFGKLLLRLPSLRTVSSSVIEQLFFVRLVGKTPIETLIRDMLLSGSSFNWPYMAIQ
# SRC2 inh = inhibits human steroid receptor coactivator 2; Q15596; HEK293 GAL4-SRC2 luciferase reporter, luminescence; inhibition, % at 9 µM; 370,000 tested, 0.17% active; AID 651957;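 active = inhibition above the mean inhibition of all tested compounds plus 3 SD, set per campaign, cut at about 52% in these data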;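 also: 0% = DMSO treated cells and 100% = cells given Gossypol at 36 µM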
# LMP1 NFkB inh = Epstein-Barr LMP1 NF-kappaB reporter inhibition | LMP1-induced NF-kappaB luciferase reporter cells, luminescence | inhibition, % at 12.5 µM | 350,000 tested, 0.69% active; in the data active = inhibition above about 41%;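 also: 0% = neutral control wells and 100% = reference inhibitor control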
# TLR9-MyD88 block = TLR9-MyD88 interaction inhibition; Q9NR96+Q99836; AID 504734; CHO BLA complementation TLR9-MyD88, CCF4 FRET ratio; 340,000 tested, 0.21% active; inhibition, % at 4.98 µM;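 active = inhibition above the mean over all tested compounds plus 3 SD, cut at about 21% in these data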;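 also: 0% = DMSO only wells and 100% = clavulanate BLA inhibitor control wells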
# NCOA3 inh = inhibits human SRC3 coactivator; Q9Y6Q9; inhibition, % at 3.6 µM; AID 588352; 360,000 tested, 0.17% active; HEK293 GAL4-SRC3 luciferase reporter, luminescence;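 active = inhibition above a per-campaign cutoff, the mean of all compounds plus 3 SD, cut at about 60% in these data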;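 also: 0% = DMSO-treated cells and 100% = gossypol-treated cells at 36 µM; higher means less SRC3-driven luciferase light from the GAL4 reporter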
# ABHD5-PLIN5 inh = ABHD5-PLIN5 protein interaction inhibition; Split G. princeps luciferase complementation, luminescence, 4 h; Q00G26+Q8WTS1; 360,000 tested, 0.78% active; inhibition, % at 4 µM;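 active = inhibition above the mean inhibition across every tested compound plus 3 SD, cut at about 22% in these data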;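 also: 0% = DMSO only wells and the 100% control is not disclosed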
# MC4R barr agon = human MC4R agonism via beta-arrestin; AID 540308; U2OS MC4R beta-arrestin complementation, luminescence; percent of melanotan II response, DMSO zero; 360,000 tested, 0.98% active; activation, % at 8.9 µM;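 active = activation above a per-plate cutoff, the mean activation of sample wells on that plate plus 3 SD, cut at about 8% in these data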
# NCOA1 inh = inhibitors of human steroid receptor coactivator 1 (SRC1); HEK293 GAL4-SRC1 luciferase reporter, luminescence; inhibition, % at 3.6 µM; 360,000 tested, 0.12% active; AID 588354;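 active = inhibition above the campaign mean plus 3 SD, with each screening campaign given its own cutoff, cut at about 60% in these data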;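 also: 0% = DMSO treated cells and 100% = gossypol at 36 µM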
# NOD2 RIPK2 PPI = blocks binding of human NOD2 to RIPK2; O43353; CHO BLA complementation NOD2-RIPK2, CCF4 ratio; inhibition, % at 4.98 µM; 360,000 tested, 0.38% active; AID 624267; in the data active = inhibition above about 21%;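 also: 0% = vehicle only and 100% = reference blocker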
# NR5A2 inv ag = inverse agonists of human LRH-1 (NR5A2); O00482; HEK293T StAR-luciferase reporter, LRH-1 transfected, 24 h; inhibition, % at 3.6 µM; 360,000 tested, 0.13% active; AID 602396;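 active = inhibition above the mean inhibition of all tested compounds plus 3 SD, cut at about 73% in these data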;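 also: 0% = DMSO wells and 100% = reporter-only cells lacking LRH-1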
# An asterisk follows results filed as active; / = no result given. An excerpt. The share of hits here may be higher or lower than overall.
MC4R antagonist	COUP-TFII inh	SRC2 inh	LMP1 NFkB inh	TLR9-MyD88 block	NCOA3 inh	ABHD5-PLIN5 inh	MC4R barr agon	NCOA1 inh	NOD2 RIPK2 PPI	NR5A2 inv ag	SMILES
6	3	-3	7	-5	32	0	-0.7	7	-6	14	CCCCOc1ccc(NC(=O)C(=O)NCCCn2ccnc2)cc1
-51	3	-10	-5	-2	12	-4	15*	-8	-8	21	NS(=O)(=O)c1ccc(CCNc2nc3c(-c4cccc(F)c4)nnn3c3ccccc23)cc1
7	11	3	0	2	9	-2	-1.4	-1	-7	2	CC(=O)NC(Cc1c[nH]c2ccccc12)C(=O)O (stereo unspecified)
-1	0	-5	0	1	2	1	0.2	-8	-8	5	Cc1cc(C(=O)N2CCCC(C(=O)c3cccc(C(F)(F)F)c3)C2)nc(C)n1 (stereo unspecified)
6	-11	10	8	-2	6	-2	-5.2	1	5	15	O=C(CCC(=O)N1CCN(c2ccc(Cl)c(Cl)c2)CC1)c1ccccc1
4	-21	-11	-1	-2	13	19	-0.1	16	-11	17	CC(Sc1n[nH]c(N)n1)C(=O)Nc1cccc2ccccc12 (stereo unspecified)
2	-22	2	-28	7	-1	-4	6.3	8	9	3	O=C(COC(=O)/C=C/c1ccc(OC(F)F)cc1)Nc1ccc2[nH]c(=O)[nH]c2c1
-3	-2	-42	1	10	9	-3	1.5	7	-6	-16	Cc1ccc(S(=O)(=O)C2(C(=O)N3CCN(c4ccccc4F)CC3)CC2)cc1
7	-4	1	-2	-2	21	0	0.2	-2	-5	10	CCCn1nc(C(=O)Nc2cc(C(=O)OC)ccc2C)c2ccccc2c1=O
12	-7	-20	4	6	-7	-8	2.4	-11	-5	-20	COc1ccc(NC(=S)NC23CC4CC(CC(C4)C2)C3)cc1OC
4	2	-32	-22	3	-29	2	-0.2	-37	-18	-19	Clc1ccc(-c2nnsc2SCc2ccccc2)cc1
3	11	11	-1	-5	26	0	-1.2	6	-11	33	CCOC(=O)c1ccc(N2CN(CCc3ccccc3)CNC2=S)cc1
-4	-4	-19	-3	-3	-7	7	-0.4	-11	2	1	Cc1ccc(-n2nc3c(=O)n(CCCC(=O)NCCN4CCN(C)CC4)nc(C)c3c2C)cc1
5	-5	4	-2	-7	5	6	-1.0	0	-5	1	CCc1sc(C(=O)NCc2cc(C)n(C)n2)cc1Br
-1	-1	0	3	2	-7	1	-0.9	-17	-9	-3	O=C(COC(=O)c1cc(-c2ccco2)nc2ccccc12)NCc1ccc2c(c1)OCO2
19	5	-13	-2	4	17	6	-1.0	2	3	-8	CC(C)(C)n1nnnc1SCC(=O)Nc1nn(-c2ccccc2)nc1C(N)=O
-2	-19	-6	0	-3	9	-3	-1.9	-5	0	3	Cc1cccc(NS(=O)(=O)c2ccc3[nH]c(=O)[nH]c3c2)c1C
4	-1	-4	5	3	-5	-1	-2.7	-4	-4	22	Cc1cc(C)c(NC(=O)C2CCCCN2C)c(C)c1 (stereo unspecified)
12	-15	-10	-5	0	-6	4	2.1	6	-8	-9	CCOc1ccc(C(=O)Nc2ccc(-c3nc4ccccc4[nH]3)cc2)cc1[N+](=O)[O-]
9	11	-2	-1	-1	-35	1	-2.2	23	0	2	O=C(Nc1ccccc1C(=O)NCc1ccccc1)C1=CSCCO1
-3	-23	-17	-5	-4	3	-2	-2.2	11	-10	0	CCOC(=O)CSc1nc2cc(C(F)(F)F)cnc2n1C
-4	-9	-62	-16	7	-29	-1	0.3	-45	1	-60	CC(C)CN=c1cc(-c2ccccc2)oc2ccc(Cl)cc12
7	-3	18	-5	-6	9	-4	0.5	-3	6	-2	CC(=O)c1ccc(N2CCN(S(=O)(=O)c3ccc4c(c3)NC(=O)CO4)CC2)cc1
8	-1	-2	-1	-6	-9	4	-0.2	11	-4	-4	Cc1cc(C)c2c(CN3CC(C)OC(C)C3)cc(=O)oc2c1C (stereo unspecified)
11	1	-34	-2	-7	11	1	-0.8	-23	0	5	COc1ccc(/C(O)=C2/C(=O)C(=O)N(CCN3CCOCC3)C2c2ccc(C)cc2)cc1 (stereo unspecified)
-4	8	10	1	-7	9	-3	-0.1	-12	-9	1	CC(OC(=O)CCCC(=O)Nc1ccc(F)cc1)C(=O)c1ccccc1 (stereo unspecified)
-5	-8	-1	-30	5	11	3	0.3	-5	18	-13	COc1ccc(C(=O)C(CCCCC(CN(C)C)C(=O)c2ccc(OC)cc2)CN(C)C)cc1 (stereo unspecified)
-2	7	20	-6	-10	15	2	-3.3	-7	-1	-5	CC(Sc1ncnc2ccccc12)C(=O)Nc1ccc2c(c1)OCO2 (stereo unspecified)
11	6	9	-2	11	6	-1	-3.1	-26	-5	0	S=C(NCCN1CCOCC1)Nc1ccc(Cl)cc1Cl
-5	-2	-9	6	-2	-4	-11	-0.1	0	0	9	CCN(CC)C(=O)OCc1c(-c2cccc(OC)c2)ncc2ccccc12

# Profiles, quoted from the list. Values in the order: MC4R antagonist	COUP-TFII inh	SRC2 inh	LMP1 NFkB inh	TLR9-MyD88 block	NCOA3 inh	ABHD5-PLIN5 inh	MC4R barr agon	NCOA1 inh	NOD2 RIPK2 PPI	NR5A2 inv ag
# Entry for CC(C)(C)n1nnnc1SCC(=O)Nc1nn(-c2ccccc2)nc1C(N)=O : 19	5	-13	-2	4	17	6	-1.0	2	3	-8
# Entry for CCOC(=O)CSc1nc2cc(C(F)(F)F)cnc2n1C : -3	-23	-17	-5	-4	3	-2	-2.2	11	-10	0
# Entry for COc1ccc(/C(O)=C2/C(=O)C(=O)N(CCN3CCOCC3)C2c2ccc(C)cc2)cc1 (stereo unspecified) : 11	1	-34	-2	-7	11	1	-0.8	-23	0	5

# Following part:
MC4R antagonist	COUP-TFII inh	SRC2 inh	LMP1 NFkB inh	TLR9-MyD88 block	NCOA3 inh	ABHD5-PLIN5 inh	MC4R barr agon	NCOA1 inh	NOD2 RIPK2 PPI	NR5A2 inv ag	SMILES
1	-8	-35	-1	-4	1	-1	-2.0	-24	-9	0	CC(C)Cc1cc(C(=O)N2CCCC(C(=O)c3cc(F)ccc3F)C2)no1 (stereo unspecified)
12	-19	-24	/	/	10	8	-0.8	-12	-5	14	COc1ccc(C(=O)N2CCC2(C)C(=O)NC(C)C)cc1OC (stereo unspecified)
4	18	-11	-2	-4	23	13	2.4	-12	2	24	COc1ccccc1C(C[N+](=O)[O-])c1c[nH]c2ccccc12 (stereo unspecified)
7	16	-18	-1	-14	-5	11	-0.2	-16	0	-31	O=C(N/N=C/c1cccc(O)c1)C(=O)N1CCCCCC1
-1	-14	-7	8	-9	4	0	-0.5	-37	-6	-6	OCCC1CN(Cc2nc3c(s2)CCCC3)CCN1CCc1ccccc1 (stereo unspecified)
5	-7	11	9	-4	5	-3	-1.1	6	-3	9	COc1cc(C=O)ccc1OCCOCCOc1c(C)cc(Cl)cc1Cl
7	-2	9	3	-4	10	-4	-3.3	6	-2	3	CC(C)c1nnc(NC(=O)CCC(=O)N2CCN(c3ccccc3F)CC2)s1
-7	-16	-41	-14	2	-47	-9	-2.6	-57	6	-67	COc1ccc2cc(N3CCCC3=O)ccc2c1
1	-3	-7	-2	1	-1	1	-0.8	-1	4	-22	O=C(CCCN1C(=O)CCC1=O)Nc1ccc(Br)cc1F
9	13	-14	-21	0	3	-1	-1.2	-13	9	41	CCc1nc(N2CCN(S(C)(=O)=O)CC2)c2c3c(sc2n1)CCCC3
-1	9	-1	3	2	8	4	-3.8	-23	-12	-5	Cc1cccc(N2CC(C(=O)NCc3ccco3)CC2=O)c1C (stereo unspecified)
/	15	18	/	/	-5	16	/	-2	-3	24	Cc1ccc(-c2ccc(CN3C(C)C(=O)N(Cc4cn(Cc5ccco5)nn4)CCS3(=O)=O)cc2)c(C)c1 (stereo unspecified)
-8	-7	11	-8	-7	-3	-1	2.1	-26	-2	9	CN(C(=S)NC(=O)c1ccc(F)cc1)C1CCCCC1
3	-22	-14	-44	-7	-58	1	-1.1	-51	-7	-23	Cn1cc(Cl)c(C(=O)Nc2nc3ccc(Cl)cc3s2)n1
1	-8	-10	-14	0	-37	-2	-0.8	-55	-3	-37	CC(=O)Nc1cc2c(cc1Br)-c1ccccc1C2
4	-13	24	11	-8	11	2	-2.1	-4	8	-19	CC(=O)CCS(=O)(=O)c1ccc(C)c(C)c1
-5	4	7	9	-1	0	1	-1.1	-17	3	-7	Cc1cccc(N2CCN(C(=O)C3CCN(c4nnc(-n5cccc5)s4)CC3)CC2C)c1 (stereo unspecified)
5	-19	8	1	3	-6	0	-3.2	-52	-1	-3	COc1cccc(-c2c(C(=O)N/N=C(\C)c3ccc(Cl)s3)nnn2-c2nonc2N)c1
10	-5	-1	1	12	-4	8	-1.6	10	-6	-12	CN(Cc1ccco1)C(=O)Cn1c(=O)oc2cc(S(=O)(=O)NCc3ccccc3)ccc21
1	-28	-35	-13	-8	-69	-8	-0.6	-96	0	-123	O=C(NCCc1ccccc1)c1ccc(Cl)nc1
4	7	7	2	-39	2	-2	0.8	-13	-33	7	CCOCCCn1c(=NC(C)=O)c(C#N)cc2c(=O)n3ccccc3nc21
2	14	4	4	-2	6	4	0.6	-27	-1	-3	CCn1c(COc2cccc(OC)c2)nnc1SCC(=O)NC1CCCC1
12	-17	-7	1	2	1	-2	0.0	-13	-6	5	COc1cc(OC)c(C(=O)NCc2cccnc2)cc1OC
6	-7	-43	4	2	7	2	1.2	0	-16	-1	N=C(N)SCC1=CCS(=O)(=O)C1
4	5	-17	-8	-10	-1	-3	-0.9	-12	1	0	Cc1ccc2c(c1)c1ncn(CCC3=CCCCC3)c(=O)c1n2C

# Individual results from the entries so far:
# CN(Cc1ccco1)C(=O)Cn1c(=O)oc2cc(S(=O)(=O)NCc3ccccc3)ccc21 | NCOA3 inh: -4
# N=C(N)SCC1=CCS(=O)(=O)C1 | SRC2 inh: -43
# CCOCCCn1c(=NC(C)=O)c(C#N)cc2c(=O)n3ccccc3nc21 | NR5A2 inv ag: 7
# Cc1ccc2c(c1)c1ncn(CCC3=CCCCC3)c(=O)c1n2C | NCOA3 inh: -1

# Screening results deposited in PubChem by several laboratories.
